Compound activity (PubChem BioAssay)
H37Rv inhibition: M. tuberculosis growth inhibition, HTS (AID 449762). inhibition, % at 25 µM, or IC50 in µM where a hit was titrated. M. tuberculosis H37Rv growth inhibition, 7H9 media; higher % means a stronger effect. 330,000 compounds, 0.59% hits; in the data active means a potency from the dose series; inconclusive means inhibition above about 70% without an active follow-up result;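 further: bacterial growth assessed after seven days of incubation; strong numbers were not always called active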
VEEV TC-83 Vero: inhibitors of VEEV TC-83 cytopathic effect, confirmation, Vero cells (AID 588727); Vero cells, VEEV TC-83 cytopathic effect inhibition; higher % means a stronger effect; one-dose inhibition, % at 20 µM; IC50 in µM for titrated hits; 350,000 compounds, 0.13% hits; in the data active means a potency from the dose series; inconclusive means inhibition mostly from about 14% at the one dose, without a potency; inactive means the rest, 99 in 100 with inhibition below about 12%; further: strong numbers were not always called active
tuberculosis growth: growth inhibition of non-replicating M. tuberculosis (AID 488890); inhibition, % at 25 µM, or IC50 in µM where a hit was titrated; Mycobacterium tuberculosis non-replicating, growth inhibition; higher % means a stronger effect; 320,000 compounds, 0.39% hits; in the data active means a potency from the dose series; inconclusive means inhibition mostly from about 82% at the one dose, without a potency; inactive means the rest, 99 in 100 with inhibition below about 76%;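 further: plate controls were DMSO cells for no effect and high antibiotic wells for full effect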
PhoP GFP inhibition: PhoP regulon inhibitors, Salmonella typhi PhoP promoter GFP reporter, confirmatory (AID 1850). one-dose inhibition, % at 50 µM; IC50 in µM for titrated hits. Salmonella Typhi PhoP-promoter GFP reporter, fluorescence, 4 h; higher % means a stronger effect. 310,000 compounds, 0.33% hits; in the data active means a potency from the dose series; inconclusive means inhibition mostly from about 25% at the one dose, without a potency; inactive means the rest, 99 in 100 with inhibition below about 19%;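 further: 0% = induced wells with vehicle and 100% = uninduced wells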
influenza NS1A: NS1A inhibition, H1N1 influenza, cell based functional assay (AID 504329) | 340,000 compounds, 0.3% hits | inhibition, % at 12.5 µM; hits with a dose series show IC50 in µM | NS1A functional cell-based assay, percent inhibition; higher % means a stronger effect; in the data active means a potency from the dose series; inconclusive means inhibition above about 27% without an active follow-up result; further: strong numbers were not always called active
VEEV TC-83 Vero 10K pilot screen: further read-out of VEEV TC-83 Vero, marked with its call; inhibition, %; measured here: 10K pilot screen inhibition
* marks the source's active call; other numbers are inactive results; i = inactive; ? = inconclusive; / = not tested or not shown; & = joins results of further samples.

SMILES	H37Rv inhibition	VEEV TC-83 Vero	tuberculosis growth	PhoP GFP inhibition	influenza NS1A	others
Cc1cccc(Nc2nc(N)nc(CN3CCN(c4ccc(F)cc4)CC3)n2)c1	?	7.5%	79%	-1%	5%
CC1CCCC(C)N1C(=O)c1cc(-c2ccc3c(c2)OCO3)on1 (configuration not stated)	36%	0.5%	39%	-19%	7%
O=C(NCC(=O)N1CCN(C(c2ccccc2)c2ccccc2)CC1)c1ccc(Br)o1	2%	9.4%	/	-6%	-1%
CC1(C)NC(=O)N(CC(=O)OCC(=O)Nc2cccc(S(N)(=O)=O)c2)C1=O	-2%	0.2%	3%	-6%	-7%
CC(C)(C)OC(=O)NCCCCC1=CC2=CC(=O)C(C)(O)C(=O)C2=CO1 (configuration not stated)	-2%	0.2%	-11%	-2%	-7%
CCOc1ccc2[nH]cc(C(=O)N3CCN(C4CCCCC4)CC3)c(=O)c2c1	-11%	i	-6%	-11%	30%
Clc1cncc(Cl)c1N/N=C/c1ccccc1	1%	4.7%	25%	-9%	0%
Cc1nn(-c2ccccc2)c(Cl)c1/C=N/N1CCN(c2ccccn2)CC1	-1%	1.4%	5%	-1%	3%
Cc1cc(=O)[nH]c(SCC(=O)NCC2CCCO2)n1 (configuration not stated)	-6%	0.8%	2%	3%	-5%
N#CC1=C(N)Oc2n[nH]c(-c3ccccc3)c2C12C(=O)Nc1ccccc12 (configuration not stated)	4%	5.6%	11%	0%	-4%
O=C(N/N=C(/CC(=O)c1cccs1)C(F)(F)F)c1ccc(O)cc1	33%	0.1%	80%	8%	2%
Cc1n[nH]c(C)c1Sc1ccccc1N=Cc1cc([N+](=O)[O-])ccc1O	0%	/	11%	1%	/
O=C(CN1CCN(S(=O)(=O)c2ccc(Br)s2)CC1)N1CCCCC1	-10%	0.8%	-8%	/	2%
COc1ccccc1/C=C/C=N/n1c(-c2ccccn2)n[nH]c1=S	6%	1.5%	-9%	3%	4%
CCNC(=O)CSc1nnc(-c2cc(-c3ccc(Cl)cc3)nc3ccccc23)o1	28%	i	1%	-4%	-4%

Filtered by structure, those above with a Cl atom
SMILES	H37Rv inhibition	VEEV TC-83 Vero	tuberculosis growth	PhoP GFP inhibition	influenza NS1A	others
Clc1cncc(Cl)c1N/N=C/c1ccccc1	1%	4.7%	25%	-9%	0%
Cc1nn(-c2ccccc2)c(Cl)c1/C=N/N1CCN(c2ccccn2)CC1	-1%	1.4%	5%	-1%	3%
CCNC(=O)CSc1nnc(-c2cc(-c3ccc(Cl)cc3)nc3ccccc23)o1	28%	i	1%	-4%	-4%

Next compounds follow:
SMILES	H37Rv inhibition	VEEV TC-83 Vero	tuberculosis growth	PhoP GFP inhibition	influenza NS1A	others
CC(=O)Nc1ccc(S(=O)(=O)NCCc2ccc(S(N)(=O)=O)cc2)cc1	50%	5.2%	-11%	-5%	13%
CC(C)(C)c1cnnn1-c1ccc(C(=O)CCl)cc1	-13%	8.5%	?	-1%	-3%
Cc1cccc(NC(=O)CSc2ncnc3c2oc2ccccc23)c1	-9%	0.0%	16%	-23%	8%
O=C(CCNS(=O)(=O)c1ccc(Br)cc1)NCCCSc1ccccc1	11%	1.6%	34%	/	1%
COc1cccc(S(=O)(=O)NCC(=O)N2CCCCCC2)c1	3%	0.3%	-1%	5%	-4%
COc1ccc(-c2nc(CN3CCN(c4cc(C)nc(C)c4)CC3)c(C)o2)c2ccccc12	20µM*	i	?	6%	16%
CCCCOP(=O)(OCCCC)C1(C)CC(=O)CC(C)(C)C1 (configuration not stated)	/	2.8%	/	/	0%
COc1ccc(C)cc1N(C)C(=O)c1coc(=O)c2ccccc12	7%	5.6%	8%	-20%	-14%
CC(C)C[C@@H]1NC(=O)N(CCN2CCOCC2)C1=O	7%	1.6%	7%	-12%	-9%
COc1cccc(CNS(=O)(=O)c2ccc3c(c2)CCN3C(=O)C2CC2)c1	2%	1.1%	-17%	-19%	-5%
CC1(c2ccc(Cl)cc2Cl)NC(=O)N(CC(=O)Nc2ccc3[nH]c(=O)[nH]c3c2)C1=O (configuration not stated)	-6%	4.5%	-8%	-4%	-10%
CCOC(=O)Nc1ccc(S(=O)(=O)Nc2onc(C)c2C)cc1	0%	2.4%	-15%	1%	/
CCOC(=O)c1c2ccc(OCC(=O)NN)cc2n2ccccc12	3%	2.5%	11%	-3%	-21%
Cc1ccc(S(=O)(=O)N2CCC(C(=O)Nc3ccccc3N3CCCC3)CC2)cc1	14%	3.4%	16%	8%	-3%
Cn1c(N)c(-c2nc3cccnc3n2C)sc1=S	6%	1.8%	-1%	0%	-5%
Cc1cccc(C)c1NC(=O)CN	3%	6.8%	-1%	2%	-4%
COC(=O)c1ccc(CN2C(=O)NC(Cc3c[nH]c4ccccc34)C2=O)cc1 (configuration not stated)	-6%	i	-10%	10%	-5%
COc1ccc(Cl)cc1NC(=O)CN(C)C(=O)Cc1ccc(-c2ccccc2)cc1	-11%	0.7%	23%	/	-4%
Cc1cc(C)cc(OCC(=O)Nc2ccccc2N2CCCCC2)c1	4%	1.2%	6%	1%	2%
COc1ccc(CNC(=O)Nc2ccc(C)cc2C)cc1	1%	i	-16%	-4%	-16%
Cn1c(=O)[nH]c(=O)c2c1nc(CN1CCN(c3ccccc3F)CC1)n2CCCc1ccccc1	-7%	i	-6%	16%	-8%
CN(Cc1nc2ccccc2c(=O)[nH]1)Cc1nc2ccsc2c(=O)[nH]1	?	2.6%	77%	7%	20%
COc1ccc(NC(=O)C(Cc2ccccc2)n2cccc2)cc1 (configuration not stated)	1%	0.8%	18%	25%	-2%
Cc1ccc(S(=O)(=O)Nc2nc(C)c(NC(=O)OCCCl)s2)cc1	-1%	0.8%	-1%	0%	-5%
CCc1ccc(N2CC(C(=O)NCC(C)(C)N3CCOCC3)CC2=O)cc1 (configuration not stated)	-10%	0.3%	2%	/	-10%
Oc1ccc(-c2csc(Nc3cccnc3)n2)cc1	-7%	i	20%	-8%	24%
O=C(Cn1cncn1)N/N=C/c1cccc(Cl)c1	-5%	1.3%	0%	-13%	0%
CCOC(=O)c1c(C)[nH]c(C=O)c1Cc1cccc(Cl)c1	4%	2.7%	/	3%	5%
COc1ccccc1C1/C(=C(\O)c2ccc3c(c2)OCCO3)C(=O)C(=O)N1CCCn1ccnc1 (configuration not stated)	1%	0.8%	12%	5%	9%
CCCCS(=O)(=O)CC(COc1ccccc1)OC(=O)c1ccccc1 (configuration not stated)	-2%	8.7%	14%	-3%	-6%
COc1ccc2cc(C(=O)NCC3CCCO3)[nH]c2c1 (configuration not stated)	3%	0.3%	-7%	-11%	-22%
CCOc1ccc(S(=O)(=O)N(C)CC(=O)NCc2ccccn2)cc1	-3%	2.4%	-9%	-8%	2%
COc1cccc(CC(NC(C)=O)C(=O)NC2CCN(S(=O)(=O)c3ccc(C)cc3)CC2)c1OC (configuration not stated)	-2%	0.3%	2%	3%	7%
Fc1cccc(CCN2C(=S)NC[C@@H]2CC2CCCCC2)c1	7%	i	16%	-1%	5%
O=C(Nc1ccc(N2CCN(C(=O)c3ccco3)CC2)cc1)c1ccc(Br)cc1	-5%	0.4%	5%	3%	-2%
Cc1cc(C)c(OCCNC(=O)c2ccccc2Sc2ccccc2C#N)c(C)c1	7%	3.5%	23%	-6%	-71%
Cc1ccc2c(c1C)NC(C(=O)O)C1CC=CC21 (configuration not stated)	1%	i	5%	4%	-4%
Cc1c(Cl)cccc1NC(=O)CCC(=O)NNC(=O)c1ccco1	1%	1.5%	45%	8%	-21%
COc1ccccc1NC(=O)c1cc[n+]([O-])cc1	-13%	0.4%	-1%	-7%	-5%
O=C(Nc1cc(C(F)(F)F)ccc1N1CCOCC1)C1CCCO1 (configuration not stated)	-1%	0.9%	14%	/	-7%
CCOc1ccc(CC(=O)Nc2cccc(-c3ccc4nnc(C)n4n3)c2)cc1	-10%	5.5%	42%	9%	-5%
C[C@H](NC(=O)c1ccccc1)C(=O)Nc1nc(-c2ccccn2)cs1	?	2.1%	?	-42%	16µM*
O=C(c1ccc2nc[nH]c2c1)N1CCN(c2cccc(C(F)(F)F)c2)CC1	12%	5.2%	27%	1%	19%
COc1ccc(Cl)cc1NC(=O)CN(C)C(=O)Cn1cnnn1	-9%	1.5%	-4%	/	-10%
CCCC(=O)Nc1c(-c2ccccc2OC)c(=O)c2ccccc2n1C	6%	0.3%	-3%	1%	-2%
CC1Sc2ccc(C(=O)OCc3ccccc3Cl)cc2NC1=O (configuration not stated)	6%	8.2%	15%	1%	-2%
O=C(NC1CCCCC1)C(c1ccc2ncccc2c1)N(Cc1ccco1)C(=O)c1ccc2c(c1)OCCO2 (configuration not stated)	93µM*	7.1%	56%	-9%	9%
CC1CN(C(=O)CN2C(=O)NC3(CCCC3)C2=O)C(=Nc2cccc(S(=O)(=O)N(C)C)c2)S1 (configuration not stated)	-5%	8.8%	-1%	-4%	-2%
COc1ccc(CN2CCN(C(C)C(=O)NC(C)c3ccc(F)cc3)CC2)cc1F (configuration not stated)	-12%	i	6%	6%	6%
COC(=O)c1ccc2nc(-c3ccc4c(c3)OCO4)cn2c1	-2%	0.1%	9%	-3%	1%
O=C1C(CCS(=O)c2ccccc2)C(=O)N(c2ccccc2)N1c1ccccc1 (configuration not stated)	-8%	0.4%	6%	-2%&-13%	-2%
CCOP(=O)(OCC)C(NC(=O)c1cccc2ccccc12)C(Cl)(Cl)Cl (configuration not stated)	-2%	i	-3%	-4%	-2%
O=C(NCc1ccc(Cl)cc1)c1ccc(-n2cccn2)nc1	-1%	0.8%	-8%	-6%	0%	VEEV TC-83 Vero 10K pilot screen=1.0
Cc1cc(C)c(C)c(OCCN2CC(C)OC(C)C2)c1 (configuration not stated)	3%	i	4%	-8%	-8%
CCC(C)(C)C(=O)O	-10%	i	1%	/	6%
COc1c(Cl)cc(C(=O)Nc2ccccc2-c2ccccc2)cc1Cl	11%	1.6%	4%	-1%	-17%
Cc1nc2sc3c(c2c2nnc(SCC(=O)NCc4ccco4)n12)CCCC3	25%	8.7%	20%	-3%	-3%
O=C1c2ccsc2SCCN1Cc1cccc(Cl)c1	4%	5.2%	14%	3%	-3%
Cc1cccc(C(=O)Nc2ccn(C)n2)c1	/	2.0%	/	/	-9%
O=C(NCCCc1ccccc1)c1ccc(F)cc1	4%	2.1%	54%	7%	5%
Going on with the list.
SMILES	H37Rv inhibition	VEEV TC-83 Vero	tuberculosis growth	PhoP GFP inhibition	influenza NS1A	others
COc1cccc(CSc2nnc(-c3ccc(F)cc3)o2)c1	?	1.2%	?	9%	15%
CCN1C(=O)[C@H]2[C@@H](c3ccc(C)cc3)N3C(=O)N(c4ccccc4)C(=O)[C@@]3(Cc3ccccc3)[C@H]2C1=O	4%	i	26%	9%	7%
CN(C)c1ccc(CNc2nc3ccccc3s2)cc1	2%	/	6%	-4%	/
Cc1nn(-c2ccccc2)c(C)c1C(=O)OCC(=O)c1c(N)n(CC(C)C)c(=O)n(C)c1=O	0%	9.0%	22%	0%	15%
CCCC(C)C(=O)Nc1nnc(CCc2ccccc2)s1 (configuration not stated)	7%	0.8%	?	7%	8%
CC1(O)C(=O)C=C2C=C(c3ccsc3)OC=C2C1=O (configuration not stated)	-8%	/	-8%	-1%	/
NC(=O)C1CCN(C(=O)c2cc3ccccn3n2)CC1	-8%	2.9%	-2%	5%	-3%
COc1ccc(-c2ccc(S(=O)(=O)N3CCCC3)cc2)cc1	-3%	2.0%	31%	-3%	-11%
Cc1noc(NS(=O)(=O)c2ccc(NC(=O)CC(C)C)cc2)c1C	3%	0.7%	3%	1%	10%
COc1ccc2[nH]c(C)c(C(=O)CN3CCN(C(=O)c4ccco4)CC3)c2c1	-2%	0.4%	42%	14%	9%
CCOC(=O)COc1cccc2c(=O)n(CC(=O)NCc3ccccc3)ccc12	9%	9.8%	-8%	8%	-6%
Cc1ccc(S(=O)(=O)N2CCCCC2)cc1NC(=O)COC(=O)Cc1c(F)cccc1Cl	-4%	1.2%	30%	-6%	3%

A portion from the list above:
SMILES	H37Rv inhibition	VEEV TC-83 Vero	tuberculosis growth	PhoP GFP inhibition	influenza NS1A	others
CCN1C(=O)[C@H]2[C@@H](c3ccc(C)cc3)N3C(=O)N(c4ccccc4)C(=O)[C@@]3(Cc3ccccc3)[C@H]2C1=O	4%	i	26%	9%	7%
CN(C)c1ccc(CNc2nc3ccccc3s2)cc1	2%	/	6%	-4%	/
Cc1nn(-c2ccccc2)c(C)c1C(=O)OCC(=O)c1c(N)n(CC(C)C)c(=O)n(C)c1=O	0%	9.0%	22%	0%	15%
CCCC(C)C(=O)Nc1nnc(CCc2ccccc2)s1 (configuration not stated)	7%	0.8%	?	7%	8%
